Compound activity from PubChem.
Growth percent in the NCI-60 one-dose screen (48 h, 10 µM unless noted): 100 = growth as untreated, 0 = no growth, -100 = all killed.
SF-295 – SF-295 CNS cancer cells; AID 1794758; actives 5.6% (n = 79,000)
HCC-2998 – HCC-2998 colon cancer. actives 4.7% (n = 79,000)
U251 – U251 CNS tumor cells; actives 5.4% (n = 80,000); AID 1794753
SNB-19 – SNB-19 CNS cancer cells. AID 1794751. actives 2.5% (n = 81,000)
SNB-75 – SNB-75 CNS cancer | actives 5% (n = 79,000)
HCT-116 – HCT-116 colon cancer | actives 7.3% (n = 82,000)
SF-539 – SF-539 CNS cancer; actives 6.8% (n = 81,000); AID 1794752
SF-268 – SF-268 CNS cancer cells | actives 3.1% (n = 82,000) | AID 1794759
KM12 – KM12 colon cancer cells | actives 5% (n = 82,000) | AID 1794800
* hit, by the source's call; . = no result given; & = joins results of further samples. Rule for the calls: active = growth percent below 10; inactive = the rest.

Structure	SF-295	HCC-2998	U251	SNB-19	SNB-75	HCT-116	SF-539	SF-268	KM12
CN(C)C(=O)OCC1COc2ccccc2O1 (centres undefined)	105	64	95	105	75	94	98	105	110
CCOC(=O)c1c(NC(=O)c2cccc(C(F)(F)F)c2)sc2c(CN3CCN(C)CC3)c(O)ccc12	-81*	-37*	-79*	-54*	.	-83*	-95*	26	-75*
C=C(C)[C@@H]1CC[C@]2(C(=O)NC3CCCCC3)CC[C@]3(C)[C@H](CC[C@@H]4[C@@]5(C)CCCNC(C)(C)[C@@H]5CC[C@]43C)[C@@H]12	97	-16*	15	84	94	-14*	63	78	17
O=C(NC1CCCCC1)c1ccccc1Cl	101	110	101	100	92	105	108	102	104
CCCCNCc1ccc(N(CC)CC)cc1	.	92	97	.	90	95	98	107	102
CS(=O)(=O)c1ccc(C(=O)N/N=C/c2ccccc2F)cc1	104	112	91	99	90	95	100	99	100
COc1ccc(-c2nc(N)nc(-c3nc(N)nc(-c4ccc(OC)cc4)c3-c3ccc(OC)cc3)c2-c2ccc(OC)cc2)cc1	82	94	94	.	84	83	93	89	85
O=C(NCCN(CCNC(=O)C(=O)c1c[nH]c2ccccc12)CCNC(=O)C(=O)c1c[nH]c2ccccc12)C(=O)c1cc2ccccc2[nH]1	119	.	96	88	48	162	89	106	104
S=C(Cc1ccc2c(c1)CCCC2)N1CCOCC1	104	98	96	102	95	88	100	101	106
NNc1ccc([N+](=O)[O-])c2[nH][nH]c(=O)c12	109	105	94	103	94	97	96	102	99
O=C(Nc1csnn1)OCc1ccccc1	107	106	111	99	91	98	101	109	104
O=C(O)C#CC(=O)O	102	101	95	98	98	106	108	95	104
Oc1ccc([S+](c2ccc(O)cc2)c2ccc(O)cc2)cc1	96	106	103	100	93	107	99	114	107
COc1ccc(C2Nc3nc(SC)n(C)c(=O)c3N=C3c4ccccc4C(=O)C32)cc1 (centres undefined)	73	98	86	96	73	87	87	77	92
O=c1oc2cc(OS(=O)(=O)c3ccccc3)ccc2c2c1CCCCC2	60	59	34	77	70	29	48	77	41
O=C1[C@@H]2[C@H](c3nc4ccccc4c(=O)n31)[C@@H]1C=C[C@H]2C1	96	105	97	96	89	95	97	100	106
C/C(=N\O)C(=O)c1ccc(C)cc1	100	108	92	100	83	103	105	100	103
O=C(O)[C@@H]1c2ccccc2C(=O)N(c2ccc(F)cc2)[C@H]1c1ccc(F)cc1	103	93	84	104	78	87	102	101	87
O=C(NCCc1ccc(F)cc1)Nc1ccc2c(ccn2C(=O)c2cccc(F)c2)c1	90	103	90	84	104	64	90	100	98
O=C(CSc1nc2ccccc2c(=O)n1-c1ccc(Cl)cc1)N/N=C/c1ccc(N2CCOCC2)cc1	103	126	111	99	99	100	100	103	101
CC(C)CCC[C@@H](C)[C@H]1CC[C@H]2[C@@H]3CC=C4c5sc(Nc6ccccn6)nc5CC[C@]4(C)[C@H]3CC[C@]12C	105	109	93	98	102	105	95	96	100
CCS/C(Nc1ccccc1)=C(\C#N)C(=O)N/N=C/c1ccco1	101	107	94	101	89	95	99	98	104
COc1ccc2c(c1)N=C(OCCCCl)Cn1c(=O)cc(C)n1-2	99	105	97	109	92	99	96	110	107
COc1ccc(Nc2cc(Cl)ccc2C(=O)O)cc1	96	106	102	108	101	99	110	105	110
Cn1cc(-c2nnc(N)nc2-c2c[nH]c3ccc(F)cc23)c2cc(F)ccc21	59	93	71	76	100	62	95	74	74
Cc1c(C(=O)Nc2ccccc2)nnn1-c1ccc(Cl)cc1	99	89	109	104	113	107	104	108	105
NC(=O)c1ccccc1C(=O)O	110	116	104	106	91	101	110	110	112
Cc1ccnc(NS(=O)(=O)c2ccc(NC(=O)CSc3nc4ccccc4c(=O)n3-c3ccccc3)cc2)n1	99	107	100	102	81	96	99	102	107
CCCCCCCCNc1ccccc1	107	103	100	114	95	111	99	120	122
N#C/C(C(=O)Nc1ccc(S(N)(=O)=O)cc1)=C1\C(=O)Nc2ccc(F)cc21	100	97	93	98	75	115	93	103	106
O=S(=O)(c1ccc(NCn2ccnc2)cc1)c1ccc(NCn2ccnc2)cc1	105	104	111	106	94	95	105	106	107
Cc1cccc(N2CCN(CC(O)COc3ccc4ccccc4c3)CC2)c1 (centres undefined)	93&122	103&101	99&105	109&98	101&93	104&99	111&98	100&108	108&113
O=C(O)COc1cccc2ccccc12	119	109	109	110	.	106	105	108	116
O=C(N/N=C/c1ccc(Br)cc1)c1ccc(-n2cc(-c3ccccc3)nn2)cc1	101	94	102	93	96	76	102	74	77
O=C(Nc1ccc(Cl)cc1[N+](=O)[O-])C(=O)Nc1ccc(Cl)cc1[N+](=O)[O-]	130	101	106	102	93	101	107	105	103
c1c(-c2cc(C3CC3)[nH]n2)n[nH]c1C1CC1	98	102	95	.	112	84	101	107	109
CCOC(=O)/C(CC)=N\O	103	90	97	100	83	101	99	100	97
NC(=O)c1c(N)sc2c1CCCC2	103	101	103	110	139	95	116	93	95
O=C(Cn1nncc1CN1C(=O)CSC1=O)Nc1ccc(F)cc1	103	96	104	101	86	101	98	95	106
COc1ccc(-c2nc(-c3cc(OC)cc(OC)c3)[nH]c2-c2ccc(OC)cc2)cc1	.	43	46	61	86	41	81	89	46
Cc1cc(C)c2c(N)c(C(=O)c3ccc4ccccc4c3)sc2n1	97	107	104	101	106	99	102	80	103
CCOC(=O)c1ccc(Nc2nc(NN)nc(-c3ccc(F)cc3)c2C#N)cc1	98	105	115	100	.	102	104	109	109
CC(C)CCC[C@@H](C)[C@H]1CC[C@H]2[C@@H]3CC=C4c5sc(N)nc5CC[C@]4(C)[C@H]3CC[C@]12C	100	98	94	98	98	94	103	101	94
CC(/C=C1\SC(=S)N(CCC(=O)NC(Cc2ccccc2)C(=O)O)C1=O)=C\c1ccccc1 (centres undefined)	107	144	104	100	.	100	99	99	108
CCCCCC(CCCCC)C(=O)O	108	119	85	103	90	109	104	104	109
COC(=O)C1C2CC3c4[nH]c5cc(OC)ccc5c4CCN3CC2CC(O)C1OC (centres undefined)	89&95&99	100&118&124	95&102&113	101&109&111	84&93&90	105&103&108	102&109&107	100&104&109	102&107&103
O=C(Nc1ccc(C2=NCCN2)cc1)c1cc(C(=O)Nc2ccc(C3=NCCN3)cc2)ncn1	88	100	94	120	104	89	111	105	105
CC1=CCC(OC(=O)C(C)(O)CCC(O)(C(=O)OC2(C(C)C)CCC3(C)C(C2)[O+]3c2ccc(C(C)C)cc2)C(C)C)(C(C)C)CC1 (centres undefined)	96	101	94	99	94	104	103	97	104
O=[N+]([O-])c1cc(Br)c2c(c1)CCN2	94	95	97	100	70	96	93	99	101
NS(=O)(=O)c1ccc(NC(=O)CCS(=O)(=O)c2ccccc2)cc1	105	112	96	103	100	94	104	100	113
C[C@@H]1CC2C3C[C@H](F)C4=CC(=O)C=C[C@]4(C)[C@@]3(F)[C@@H](O)C[C@]2(C)[C@@]1(O)C(=O)CO (some centres undefined)	116	99	105	92	132	101	83	89	97
COc1ccc(-c2nn(-c3cccc(Cl)c3)cc2-c2c(C#N)c(=O)n3[nH]c(-c4ccc(C)o4)nc3c2C#N)cc1	35	52	.	57	40	28	48	47	43
COc1c2c(cc3occc13)O/C(=C\c1ccc(Cl)cc1)C2=O	92	108	71	98	98	73	131	95	103
COC(=O)C1=C(C(C)=O)C(c2cccc(Cl)c2)c2c(nc(C)[nH]c2=O)O1 (centres undefined)	120	121	104	98	91	99	118	111	112
C=C(C)Cc1cc(C)ccc1O	101	.	103	99	92	97	98	113	108
Oc1[nH]c2ccccc2c1/C=c1/ccc2c(c1)N=C(c1cc(F)cc(F)c1)N=2	.	81	53	68	52	29	91	81	34
CCOC(=O)C(C)OC(=O)C(C)O (centres undefined)	93	97	100	104	89	95	95	103	102
CCOc1ccccc1C(=O)N1CCN(c2cc(Cl)cc(Cl)c2)CC1	18	16	12	24	34	-6.6*	-4.4*	30	8.8*
COc1cccc(NC(=O)Nc2ccc(-c3ccc(OC)c(OC)c3)nc2C)c1	100	97	94	116	104	79	94	95	96
CC(C)(C)OC(=O)NC(CCCNC(=O)OCc1ccccc1)C(=O)O (centres undefined)	81	97	99	98	81	97	96	113	112

(cont.)
Structure	SF-295	HCC-2998	U251	SNB-19	SNB-75	HCT-116	SF-539	SF-268	KM12
O=C(NCc1ccc(N2CCCC2=O)cc1)c1ccc2noc(-c3ccccc3)c2c1	53	88	77	89	96	49	79	76	78
COc1cc(N=Nc2cccc(S(=O)(=O)O)c2)ccc1NC(=O)Nc1ccc(N=Nc2ccc(O)c(C(=O)O)c2)cc1	106	99	103	101	91	95	115	104	106
CO[C@@]12C=C[C@@]34CCC(=O)N3c3ccccc3[C@@H](O1)C4C2	109	106	100	99	90	102	102	98	105
COc1ccc(-c2cc(-c3ccccc3)c(-c3ccccc3)nn2)cc1	78	106	99	93	105	82	103	112	87
Cc1nc2sccn2c1-c1nc2sccn2c1C=O	99	107	103	103	96	101	102	102	108
CCC1CCCCCC1=O (centres undefined)	99	108	96	101	92	102	101	106	104
Oc1ccc(CSc2nnc(-c3cnccn3)n2-c2ccccc2)c2cccnc12	7.1*	42	20	20	.	19	23	22	19
CN1/C(=C\C=C\C2=[N+](C)c3ccccc3C2(C)C)C(C)(C)c2ccccc21	-11*	-61*	9.2*	.	-5.9*	0.9*	5.9*	26	-65*
COc1ccc(C(=O)NCCc2ccc(OC)c(OC)c2)cc1O	97	93	111	91	103	104	103	96	105
COC(=O)CCc1c(/C=C2\N=C(c3ccc[nH]3)C=C2OC)[nH]c(C)c1C(=O)OCc1ccccc1	-30*	23	3.5*	39	-18*	-9.8*	-17*	21	11
c1ccc(CCc2ccncc2)nc1	108	111	85	115	105	112	99	105	105
CC(C)C(=O)OC(c1cc2c(cc1Br)OCO2)C(C)Br (centres undefined)	105	108	95	106	84	105	107	108	106
COC1=C(OC)C(=O)C(SC/C=C(\C)CCCC(C)CCCC(C)CCCC(C)C)=CC1=O (centres undefined)	17	-4.5*	15	25	28	9.9*	17	29	12
Nc1nc2c(c(=O)[nH]1)C(c1ccc(F)cc1)C=C(C(=O)O)N2 (centres undefined)	80	104	105	107	84	100	94	103	102
CCCCCCCCCC[C@@H](C)[C@@H]1CC(=O)N[C@H]([C@@H](C)O)C(=O)N[C@@H](C)C(=O)N[C@H](C)C(=O)N[C@@H](CCC(N)=O)C(=O)N[C@H](Cc2ccc(O)cc2)C(=O)N[C@@H](C(C)CC)C(=O)O1 (some centres undefined)	36	68	52	52	53	65	60	85	81
CC(=O)c1c(C)cc(C)nc1C	102	111	.	106	96	112	107	106	110
Cc1ccc(C(C#N)c2ccccc2)cc1 (centres undefined)	101	109	95	105	84	100	99	103	100
CN(Cc1ccc([N+](=O)[O-])cc1)c1ccccc1	114	99	100	91	86	89	108	104	100
c1cc(C2OCCO2)cs1	104	.	102	99	101	96	.	113	100
Cc1[nH]n(-c2ccccc2)c(=O)c1/C=C1\SC(=S)N(C)C1=O	105	111	106	99	131	104	102	111	.

Quoted from above, 10 compounds:
Structure	SF-295	HCC-2998	U251	SNB-19	SNB-75	HCT-116	SF-539	SF-268	KM12
c1ccc(CCc2ccncc2)nc1	108	111	85	115	105	112	99	105	105
CC(C)C(=O)OC(c1cc2c(cc1Br)OCO2)C(C)Br (centres undefined)	105	108	95	106	84	105	107	108	106
COC1=C(OC)C(=O)C(SC/C=C(\C)CCCC(C)CCCC(C)CCCC(C)C)=CC1=O (centres undefined)	17	-4.5*	15	25	28	9.9*	17	29	12
Nc1nc2c(c(=O)[nH]1)C(c1ccc(F)cc1)C=C(C(=O)O)N2 (centres undefined)	80	104	105	107	84	100	94	103	102
CCCCCCCCCC[C@@H](C)[C@@H]1CC(=O)N[C@H]([C@@H](C)O)C(=O)N[C@@H](C)C(=O)N[C@H](C)C(=O)N[C@@H](CCC(N)=O)C(=O)N[C@H](Cc2ccc(O)cc2)C(=O)N[C@@H](C(C)CC)C(=O)O1 (some centres undefined)	36	68	52	52	53	65	60	85	81
CC(=O)c1c(C)cc(C)nc1C	102	111	.	106	96	112	107	106	110
Cc1ccc(C(C#N)c2ccccc2)cc1 (centres undefined)	101	109	95	105	84	100	99	103	100
CN(Cc1ccc([N+](=O)[O-])cc1)c1ccccc1	114	99	100	91	86	89	108	104	100
c1cc(C2OCCO2)cs1	104	.	102	99	101	96	.	113	100
Cc1[nH]n(-c2ccccc2)c(=O)c1/C=C1\SC(=S)N(C)C1=O	105	111	106	99	131	104	102	111	.

(continued)
Structure	SF-295	HCC-2998	U251	SNB-19	SNB-75	HCT-116	SF-539	SF-268	KM12
OCCN1CN(c2ccccc2)C(=S)N(c2ccccc2)C1	92	99	114	99	121	109	.	103	105
C=C1C(=O)O[C@H]2[C@H]1CC/C(C=Nc1ncncc1N)=C\CC[C@@]1(C)O[C@@H]21	96	91	100	101	73	52	86	90	92
CSc1ccc(C(=O)Nc2ccc3nn(/C(C#N)=C/c4ccccn4)nc3c2)cc1	-49*	-100*	-84*	-71*	33	-94*	-88*	-26*	-44*
COc1cccc(Cc2cc(-c3ccccc3)nn(C/C(=N\O)c3ccccc3)c2=O)c1	73	87	80	76	82	96	97	77	61
CCCN=C(N)Nc1ccc2cc3ccc(NC(N)=NCCC)cc3nc2c1	116	101	99	93	85	101	96	112	113
O=C(Sc1n[nH]c(=O)[nH]c1=O)c1ccccc1	105	.	102	105	96	110	110	106	101
